RECQ1 helicase: qHTS Assay for Inhibitors of RecQ-Like Dna Helicase 1 (RECQ1); ATP-dependent DNA helicase Q1 (Homo sapiens), P46063; RECQ1 DNA unwinding, red fluorescence kinetic read; Potency, µM (titrated, usually from 57.3 µM), inactives show at the highest dose activity, negative = inhibition, usual class: inhibitors; 240,000 compounds, 0.54% hits; AID 2549, 2010;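 note: plate controls were vehicle for no effect and no enzyme for full effect; nearly all actives have a fitted effect of over 30% in size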
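50 nM RECQ1T1 preincubated 15 min with compound in Tris pH 8.0 buffer with MgCl2, DTT, Tween-20 and 2.5 ug/ml poly(dI-dC); started with 200 nM TAMRA/BHQ-2 forked duplex and 2 mM ATP. Unwinding read as fluorescence (525/598 nm), two reads 2 h apart.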
Epigenetic derep: Quantitative High-Throughput Screen for Regulators of Epigenetic Control; Potency, µM (doses to about 53.9 µM), for the others: at the top dose GFP activation, hits mostly activators; AID 1865, 2009; murine LDR cells, GFP reporter derepression, 30 h; 280,000 compounds, 0.2% hits; note: % of control where 0% means no effect; nearly all actives have a fitted effect of over 60% in size
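Murine LDR cells bearing a silenced CMV-driven GFP reporter were exposed to compound for 30 h at 37 C. After PBS washes, GFP-positive cells (20-120 um objects) counted by laser-scanning microplate cytometry.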
Luc counter: Counterscreen for Luciferase (Kinase-Glo TM) Inhibition; Luciferin 4-monooxygenase (Photuris pensylvanica), Q27757; Kinase-Glo luciferase, ATP luminescence, 8 min; Potency, µM (titrated, usually from 38.3 µM), without a hit: at the top dose activity change, negative = inhibition, hits mostly inhibitors; 200,000 compounds, 0.28% hits; AID 1379, 2008; note: % is set by controls: 0 for no effect and ±100 for the full control effect; nearly all actives have a fitted effect of over 60% in size
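Recombinant Kinase-Glo luciferase, 10 uM ATP (linear range), luciferin; imidazole pH 7.2 / KCl / MgCl2 / Tween / BSA buffer; 8 min RT; luminescence.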
RGS12 GoLoco inh: qHTS Assay for Inhibitors of RGS12 GoLoco Motif Activity (Red Fluorophore); Gai1:RGS12 GoLoco peptide FP, rhodamine, 10 min; Potency, µM (series often up to 61.6 µM), without a hit: top-dose activity, negative = inhibition, most hits filed as inhibitors; 230,000 compounds, 0.44% hits; AID 880, 2007; active = well fitted inhibition curve with a large enough effect, not every such curve was filed as active; inactive = no such curve, though single readings can be large or run the other way; note: % is set by controls: 0 for no effect and ±100 for the full control effect; nearly all actives have a fitted effect of over 30% in size; many of its hits are not listed in these tables
Target sequence (P63096 whole entry, looked up): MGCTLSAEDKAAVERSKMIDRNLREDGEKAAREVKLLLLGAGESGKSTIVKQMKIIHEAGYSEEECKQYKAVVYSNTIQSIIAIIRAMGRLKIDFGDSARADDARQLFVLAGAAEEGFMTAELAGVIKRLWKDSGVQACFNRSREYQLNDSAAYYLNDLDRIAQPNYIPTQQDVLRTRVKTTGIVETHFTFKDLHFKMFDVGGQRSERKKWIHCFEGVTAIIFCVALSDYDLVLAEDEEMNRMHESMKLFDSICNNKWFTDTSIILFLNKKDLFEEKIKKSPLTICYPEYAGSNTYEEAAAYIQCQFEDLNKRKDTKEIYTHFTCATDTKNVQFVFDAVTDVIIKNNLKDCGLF
NPSR antag: qHTS Assay for Antagonists of the Neuropeptide S Receptor: cAMP Signal Transduction; Potency, µM (highest dose often 38.3 µM), for inactives: top-dose activity change, negative = inhibition, hits mostly inhibitors; Q6W5P4; AID 1461, 2008; CHO-NPSR cells, cAMP TR-FRET, antagonist mode; 220,000 compounds, 1% hits; note: % is set by controls: 0 for no effect and ±100 for the full control effect; nearly all actives have a fitted effect of over 50% in size; many of its hits are not listed in these tables
Target sequence (Q6W5P4 whole entry, looked up): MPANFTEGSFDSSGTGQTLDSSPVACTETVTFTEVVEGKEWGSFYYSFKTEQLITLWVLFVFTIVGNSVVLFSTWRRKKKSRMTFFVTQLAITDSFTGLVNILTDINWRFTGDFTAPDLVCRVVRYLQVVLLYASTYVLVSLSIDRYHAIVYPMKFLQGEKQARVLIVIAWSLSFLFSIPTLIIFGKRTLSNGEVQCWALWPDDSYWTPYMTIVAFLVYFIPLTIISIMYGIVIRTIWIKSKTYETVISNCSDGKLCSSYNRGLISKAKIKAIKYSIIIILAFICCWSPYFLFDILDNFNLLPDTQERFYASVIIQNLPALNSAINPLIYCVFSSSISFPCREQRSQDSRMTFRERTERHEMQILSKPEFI
SMN2 splice up: qHTS Assay for Enhancers of SMN2 Splice Variant Expression. HEK293 SMN2-luciferase splicing reporter, luminescence, 30-36 h. Potency, µM (top dose mostly 46.1 µM), inactives show at the highest dose activity change, positive = activation, hits mostly activators. 210,000 compounds, 2.8% hits; note: % of control where 0% means no effect; nearly all actives have a fitted effect of over 55% in size
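qHTS luciferase splicing reporter: luminescence rises when SMN2 exon 7 is included in transfected HEK293 cells. Compound exposure lasted 30-36 h at 37C, with 4.5 mM final sodium butyrate as control, followed by a ONE-Glo read.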
IMPase Li inh: qHTS Assay for Identifying the Cell-Membrane Permeable IMPase Inhibitors: Potentiation with Lithium. CHO-M1 cells, IP1 TR-FRET (IP-One), carbachol + lithium. Potency, µM (top dose mostly 59.4 µM), without a hit: at the highest dose activity, negative = IMPase inhibition, usual class: inhibitors. 210,000 compounds, 0.35% hits;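 note: IP1 builds up when IMPase is blocked and the TR-FRET signal falls; plate controls were basal vehicle for no effect and high inhibitor control for full effect; nearly all actives have a fitted effect of over 50% in size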
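Lithium-sensitised IP1 accumulation assay; M1-expressing CHO cells treated 30 min at 37C with compound. Competitive antibody detection by time-resolved FRET followed a 10 min room-temperature lysis step.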
JMJD2E inh: qHTS Assay for Inhibitors of Human Jumonji Domain Containing 2E (JMJD2E) | Potency, µM (series often up to 57.1 µM), for inactives: at the top dose activity change, negative = inhibition, hits mostly inhibitors | JMJD2E catalytic domain, FDH-coupled NADH fluorescence (FDH is formaldehyde dehydrogenase) | 230,000 compounds, 1.6% hits; active = well fitted inhibition curve with a large enough effect, not every such curve was filed as active; inconclusive = small, poorly fitted or top-dose-only effect, or another doubt; inactive = no such curve, though single readings can be large or run the other way;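 note: 0% = wells with enzyme and -100% = buffer wells without enzyme; nearly all actives have a fitted effect of over 50% in size; many of its hits are not listed in these tables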
Target sequence (B2RXH2 1-337 limits assumed): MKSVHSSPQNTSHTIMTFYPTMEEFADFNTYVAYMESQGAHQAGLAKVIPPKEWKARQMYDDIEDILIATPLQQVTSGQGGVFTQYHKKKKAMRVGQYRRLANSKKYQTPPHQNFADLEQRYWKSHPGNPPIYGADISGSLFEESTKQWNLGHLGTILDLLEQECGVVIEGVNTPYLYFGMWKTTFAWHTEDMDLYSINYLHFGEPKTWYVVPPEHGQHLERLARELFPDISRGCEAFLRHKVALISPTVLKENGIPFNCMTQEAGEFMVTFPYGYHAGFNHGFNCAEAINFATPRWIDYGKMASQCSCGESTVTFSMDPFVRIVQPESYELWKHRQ
The depositor's hits bear a star; i = inactive; u = inconclusive; x = not tested or not shown; & = joins results of further samples; [ ] = dose if it differs, or a comment. Unless noted, calls come from the whole dose curve; as a rule, active = well fitted curve in the direction sought with a large enough effect; inconclusive = small, poorly fitted or top-dose-only effect, or another doubt; inactive = no such curve, though single readings can be large; an effect the other way counts as inactive or inconclusive. Potency is the fitted concentration of half-maximal effect. These rows are one share of the data; rates above refer to the full screens.

SMILES | RECQ1 helicase | Epigenetic derep | Luc counter | RGS12 GoLoco inh | NPSR antag | SMN2 splice up | IMPase Li inh | JMJD2E inh
CCC(Sc1ncccn1)C(=O)Nc1cc(C)on1 (stereo unspecified) | -2.9% | -1.2% | 7.4% | 10.7% | 3.8%[46.1 µM] | -2.0% | -2.9% | 13.5%
CCOC(=O)C1=C[C@]2(CC)CCCN3CCc4c(n1c1ccccc41)[C@@H]32 | -11.9%&-7.0% | -4.1%&1.2% | 0.7%&-1.9% | 15.5%&11.8% | -26.7% | -38.1%&-14.8%[inhibitor] | -4.5%&4.2% | u
C/C(=N\NC(=O)C1COc2ccccc2O1)c1cc2ccccc2o1 (stereo unspecified) | -4.0% | 3.2% | 2.6% | 6.2% | -3.8% | -12.3% | 6.8% | -1.1%
c1ccc(-n2ncc3c(N4CCCCC4)ncnc32)cc1 | -4.2% | 1.1% | -17.5% | 9.1% | -20.5%[46.1 µM] | -87.2%[inhibitor] | -0.4%[38.3 µM] | 5.9%
CCn1c2ccccc2c2nnc(SCC(=O)Nc3ncccn3)nc21 | i | -2.1% | 2.2% | 8.4% | -1.0%[46.1 µM] | u | 2.4%[38.3 µM] | -0.8%
O=C(Cn1ncc2c(=O)oc3ccccc3c21)Nc1nc2ccccc2s1 | -1.3% | -1.0% | -1.4% | 3.5% | -15.7%[46.1 µM] | 10.3% | 15.9%[38.3 µM] | 12.0%
CCOC(=O)C1C(=O)CC(C)(O)C(C(=O)OCC)C1c1ccc(OC)cc1 (stereo unspecified) | -4.8% | 0.0% | -4.5% | 5.9% | -4.9%[46.1 µM] | -4.1% | -21.7%[38.3 µM] | -2.6%
Cc1c(Cl)cccc1NC(=O)CSc1ccc(-c2cccnc2)nn1 | i | -0.1% | 1.4% | 3.3% | -11.9% | -20.0% | -8.7% | -8.5%
COc1ccc(CCNc2cc(N3CCN(C(=O)c4ccc(C)cc4)CC3)ccc2[N+](=O)[O-])cc1OC | -2.7% | 1.0% | -1.5% | -7.7% | 2.3% | -59.3%[inhibitor] | 8.8% | 1.3%
CCCCSc1nnc(-c2ccc(NC(C)=O)cc2)n1C | -22.1% | 2.3% | 2.0% | -5.7% | 13.6% | 19.1% | -2.2% | 9.8%
O=C1NC(c2ccccc2)=C(c2ccc3ccccc3n2)C(c2ccc(F)cc2)N1 (stereo unspecified) | -14.8% | -1.1% | 3.2% | 21.5% | -26.4% | -21.6% | 6.6% | u
Cc1ccc(-n2ncc3c(=O)[nH]c(SCC(=O)N4CCCc5ccccc54)nc32)cc1 | 0.9% | 0.9% | 0.0% | 4.4% | -21.9%[46.1 µM] | 16.3% | 5.2% | -1.8%
COCCCn1c(-c2ccsc2)nc2c1c(=O)[nH]c(=O)n2Cc1ccccc1 | -9.6% | 2.9% | -3.1% | 22.4% | -4.3%[46.1 µM] | -8.6% | u | u
COC1C=CO[C@@]2(C)Oc3c(C)c(O)c4c(O)c(c5c(nc6cc(C)ccn65)c4c3C2=O)NC(=O)/C(C)=C\C=CC(C)C(O)[C@@H](C)C(O)C(C)[C@@H](OC(C)=O)C1C (stereo partly specified) | -2.6% | -1.4% | -4.7% | -28.8% | x | 7.5% | 18.9% | u
CCCc1c(C(=O)NNc2cc(C(F)(F)F)ccc2Cl)cnn1-c1ccccc1 | -7.9% | -1.4% | x | 8.8% | -1.6%[7.67 µM] | x | x | 0.3%
OCCN(C=NC1=NN(c2cccc(C(F)(F)F)c2)CC1)CCO | 16.6% | 0.0% | -4.0% | 2.8% | -17.3%[46.1 µM] | -5.4% | 17.0%[38.3 µM] | -5.7%
COc1ccc(/C=N/NC(=O)CN(Cc2ccccc2)S(=O)(=O)c2ccc3c(c2)OCCO3)cc1 | -4.6% | -0.9% | 0.2% | -3.8% | -26.3% | 8.8%[1.84 µM] | 11.1% | 7.3%
COc1ccc(-c2nnc(OCc3nc4ccccc4n3C)c3ccccc23)cc1 | -3.1% | 2.3% | 3.1% | -1.7% | -27.1%[46.1 µM] | 8.4% | 19.1% | -24.9%
COCCNc1ccc(N2C(=O)CCCC2=O)cc1[N+](=O)[O-] | i | -1.8% | 1.5% | -16.3% | 4.7% | -4.8% | 4.4% | 13.7%
CCOC(=O)CN1C(=O)S/C(=C/c2ccc(O)c([N+](=O)[O-])c2)C1=O | 1.4% | 0.0% | -2.8% | 0.0% | -19.7% | -32.4%[inhibitor] | 0.8% | 0.2%
Cc1cccc(CCNC(=O)CN(C)S(=O)(=O)c2ccc3c(c2)c(=O)n(C)c(=O)n3C)c1 | -10.9% | -0.2% | -2.4% | 3.3% | -13.3%[46.1 µM] | -2.6% | -8.6%[38.3 µM] | -2.5%
CCCNC(=O)NC(=O)COC(=O)CNS(=O)(=O)/C=C/c1ccccc1 | i | 6.1% | 3.3% | -6.6% | 3.8% | 1.3% | 1.2% | 1.5%
CC(=O)C1=C(O)C(=O)N(c2cccnc2)C1c1ccc(Cl)cc1 (stereo unspecified) | 1.2% | -1.0% | 0.7% | -10.5% | 22.2%[46.1 µM] | -8.5% | 6.31µM* | 0.5%
Cc1cc(NC(=O)CSc2nc3cc(Cl)ccc3c(=O)n2CC(C)C)no1 | -12.8% | 0.0% | -0.2% | 4.6% | -24.5% | 5.8% | 5.0% | 1.6%

Filtered by structure: those above with fluorine.
SMILES | RECQ1 helicase | Epigenetic derep | Luc counter | RGS12 GoLoco inh | NPSR antag | SMN2 splice up | IMPase Li inh | JMJD2E inh
O=C1NC(c2ccccc2)=C(c2ccc3ccccc3n2)C(c2ccc(F)cc2)N1 (stereo unspecified) | -14.8% | -1.1% | 3.2% | 21.5% | -26.4% | -21.6% | 6.6% | u
CCCc1c(C(=O)NNc2cc(C(F)(F)F)ccc2Cl)cnn1-c1ccccc1 | -7.9% | -1.4% | x | 8.8% | -1.6%[7.67 µM] | x | x | 0.3%
OCCN(C=NC1=NN(c2cccc(C(F)(F)F)c2)CC1)CCO | 16.6% | 0.0% | -4.0% | 2.8% | -17.3%[46.1 µM] | -5.4% | 17.0%[38.3 µM] | -5.7%

Following part
SMILES | RECQ1 helicase | Epigenetic derep | Luc counter | RGS12 GoLoco inh | NPSR antag | SMN2 splice up | IMPase Li inh | JMJD2E inh
O=C(CCCn1cnc([N+](=O)[O-])n1)Nc1ccc(Cl)c(Cl)c1 | -9.5% | 0.1% | -4.2% | 12.3% | -0.6%[46.1 µM] | -29.9% | -14.6%[38.3 µM] | -0.7%
Fc1cccc(Cl)c1CNCc1ccccc1Cl | -13.2% | 1.2% | 15.0% | -12.3% | -6.7%[46.1 µM] | -14.8% | 21.1%[38.3 µM] | 2.2%
Cc1ccc2c(COC(=O)c3c(C)noc3C)cc(=O)oc2c1 | u | -2.8% | -1.3% | 4.0% | -19.0% | -24.7% | 7.7% | -14.2%
CCOC(=O)N1CCN(c2c(N3CCN(c4cccc(C(F)(F)F)c4)CC3)c(=O)c2=O)CC1 | -7.7% | -8.7% | 1.3% | -4.9% | 14.6%[46.1 µM] | -0.6% | 19.9%[38.3 µM] | 3.8%
CCS(=O)(=O)N1CCC(C(=O)NCc2cc(OC)ccc2OC)CC1 | i | -1.0% | -1.9% | -12.1% | -4.2%[46.1 µM] | 11.4% | 11.9%[38.3 µM] | -0.5%
CCN(CC)C(=O)CSc1nnc(SCc2ccc(Cl)cc2)s1 | i | 1.9% | -2.7% | 6.0% | -14.0%[46.1 µM] | 10.0% | 3.6%[38.3 µM] | 5.0%
O=C(CCC(=O)c1cccs1)OCC(=O)N1CCN(C(=O)c2ccco2)CC1 | -14.1% | -3.4% | 2.1% | 12.1% | -10.5%[46.1 µM] | 11.7% | -3.2%[38.3 µM] | 4.0%
Cc1ccc2cc(NC(=O)c3cccc(F)c3)ccc2n1 | -8.0% | -1.1% | x | 5.9% | -13.5% | x | x | -0.6%
COC(=O)c1cc(-c2ccc(Br)cc2)on1 | -1.7% | 0.8% | 0.6% | 11.8% | -10.6%[46.1 µM] | -1.6% | -1.2%[38.3 µM] | -4.6%
COc1ccccc1NC(=O)Nc1nnc(CC(=O)Nc2ccccc2C)s1 | i | -2.9% | 3.2% | 7.1% | -4.7% | 3.2% | 14.2% | -9.6%
COC(=O)C1CCN(C(=O)Cc2c(OC)ccc3cc(Br)ccc23)CC1 | 9.4% | -2.9% | 1.6% | 40.0%[activator] | -29.8% | -14.0% | u | -2.6%
N#CC1=C(N)Oc2n[nH]c(-c3cccnc3)c2C1c1ccc([N+](=O)[O-])o1 (stereo unspecified) | -5.9% | u | 1.7% | -2.4% | -2.9% | 18.6% | 3.4% | -22.3%
CC(C)CNS(=O)(=O)c1ccc(S(=O)(=O)N2CCN(CCC#N)CC2)cc1 | -2.6% | 0.8% | 3.8% | -5.2% | 13.9%[46.1 µM] | -8.6% | 15.5%[38.3 µM] | 2.8%
O=C1/C(=C/c2cccc([N+](=O)[O-])c2)CCc2ccccc21 | -10.6% | -3.2% | -2.7% | 6.6% | -20.7% | -13.6% | 4.5% | -1.6%
Cc1cccc(C(=O)NC(=S)N2CCc3ccccc3C2)c1 | i | -1.4% | 2.6% | 4.3% | -0.9% | u | -4.2% | 0.3%
CN(C)CCNC(=O)C1CCCNC1=O (stereo unspecified) | i | -2.3% | -2.0% | -2.9% | -0.5%[46.1 µM] | -10.5% | -7.1%[38.3 µM] | 0.2%
Cc1nc2ccc([N+](=O)[O-])cc2s1 | -0.1% | -5.6% | 0.8% | -17.0% | 9.1% | u | -11.5% | 4.7%
O=C1OCCC1Sc1nnc(-c2ccco2)o1 (stereo unspecified) | -1.1% | -0.8% | 0.3% | 1.8% | 5.9%[46.1 µM] | -1.4% | -1.9% | -2.2%
O=C(Cc1ccccc1)NCc1ccccn1 | -4.6% | 3.2% | -0.6% | 14.8% | -7.6% | x | -0.2% | -1.1%

Bioassay records: PubChem, National Center for Advancing Translational Sciences (NCATS)
